C2C12 statin = suppressors of statin myotoxicity in C2C12 myotubes, primary screen, cell-based, single point, plate reader; actives 0.78% (n = 330,000); rescue of ATP level, % at 7.49 µM; C2C12 myotubes + simvastatin, ATP luminescence, 48 h; scaled: DMSO 0, geranylgeraniol control 100;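 active = mean ATP rescue above about 67%, or every replicate alone reaching that limit, limit read from the data, passing the limit was not always enough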;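 also: myotubes were challenged with 10 µM simvastatin during compound exposure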
S100A4 inh HTS = inhibitors of S100A4-myosin IIA peptide binding, primary screen, biochemical, fluorescence polarization, TAMRA-MyoIIA peptide. Protein S100-A4 (Homo sapiens), P26447. inhibition, % at 10.7 µM. actives 0.14% (n = 360,000);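 active = mean inhibition of at least 70% across replicates, with every replicate also reaching that level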
Target sequence (P26447 whole entry, looked up): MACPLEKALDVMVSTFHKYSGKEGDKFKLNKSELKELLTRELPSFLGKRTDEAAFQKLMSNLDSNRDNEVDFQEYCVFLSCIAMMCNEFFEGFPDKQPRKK
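Test system: S100A4 monomer protein; Medium: HEPES pH 7.2 with CaCl2, KCl, NaCl, DTT, Triton; Probe or stimulus: TAMRA-labelled myosin IIA heavy-chain peptide probe, 5 nM; Doses: one dose per compound; Times: polarization read 5 min after assay mix addition, stable 5–60 min; Benchmarks: neutral control DMSO, positive control TFP.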
esBAF inh = Bmi1 luciferase reporter increase in mESCs, primary screen, esBAF inhibitor project, mouse ES cells, Bmi1 luciferase knock-in, single point; 24 h; 100% = twice the neutral-well signal; actives 2% (n = 350,000); reporter increase, % at 12.5 µM; in the data active = activation above about 40%;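 also: 0% = median of the plate's neutral control wells and 100% = double that signal; a rise in the Bmi1 reporter signal indicates esBAF inhibition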
LGR2 antag = inhibitors of bursicon-induced LGR2 CRE-luciferase signal, primary screen, cell-based, HEK293, CRE-luciferase reporter, bursicon stimulation; Drosophila bursicon receptor LGR2 (rickets); bursicon-stimulated, 4 h; inhibition, % at 9.99 µM; actives 0.35% (n = 380,000);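 active = drop in luminescence signal, shown as inhibition above about 50% in the replicate tests, limit read from the data, passing the limit was not always enough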;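 also: agonist challenge used bursicon conditioned medium at about half maximal strength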
FN deposition inh = inhibitors of fibronectin matrix deposition, primary screen, AH1F cells, Alexa488-fibronectin fluorescence, plate reader; inhibition, % at 12.6 µM; AID 743247, 2014; AH1F fibroblasts, overnight; actives 0.086% (n = 350,000);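 active = mean inhibition across replicates of 30% or more, regardless of how many single replicates reach that level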;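 also: positive control wells lacked labelled fibronectin entirely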
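Material – AH1F fibroblast monolayer, labelled fibronectin deposition · Reagent – labelled fibronectin 24 nM · Timing – 1 h adhesion, overnight exposure · Measured by – fluorescence at 485 nm excitation, 525 nm emission · Read-out – inhibition of fibronectin deposition signal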
Casp6 inh = human caspase-6 inhibitors, primary screen, biochemical, VEID-R110 fluorescence, single point, set 2; P55212; inhibition, % at 12.5 µM; purified caspase-6, Z-VEID-R110 cleavage fluorescence; actives 0.53% (n = 350,000);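 active = mean inhibition across replicates at least about 35%, with every replicate also reaching that limit, limit read from the data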;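 also: 0% = median of neutral control wells and 100% = no fluorescence left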
Target sequence (P55212 24-179 limits assumed): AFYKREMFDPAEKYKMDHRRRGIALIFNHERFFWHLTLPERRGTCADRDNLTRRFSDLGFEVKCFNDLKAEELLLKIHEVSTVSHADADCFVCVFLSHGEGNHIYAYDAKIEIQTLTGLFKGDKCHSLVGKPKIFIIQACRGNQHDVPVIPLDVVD
Target sequence (P55212 194-293 limits assumed): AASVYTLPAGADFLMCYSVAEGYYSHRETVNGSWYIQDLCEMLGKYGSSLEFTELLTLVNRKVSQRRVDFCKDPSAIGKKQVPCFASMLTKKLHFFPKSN
SIRT5 inh = SIRT5 desuccinylase inhibitors, primary screen, biochemical, fluorescence imaging, single point, set 5; NAD-dependent protein deacylase sirtuin-5, mitochondrial (Homo sapiens), Q9NXA8; inhibition, % at 15 µM; AID 652115, 2013; Purified SirT5, succinyl-peptide AMC, trypsin-coupled fluorescence; actives 1.1% (n = 330,000); in the data active = inhibition above about 15%
Target sequence (Q9NXA8 whole entry, looked up): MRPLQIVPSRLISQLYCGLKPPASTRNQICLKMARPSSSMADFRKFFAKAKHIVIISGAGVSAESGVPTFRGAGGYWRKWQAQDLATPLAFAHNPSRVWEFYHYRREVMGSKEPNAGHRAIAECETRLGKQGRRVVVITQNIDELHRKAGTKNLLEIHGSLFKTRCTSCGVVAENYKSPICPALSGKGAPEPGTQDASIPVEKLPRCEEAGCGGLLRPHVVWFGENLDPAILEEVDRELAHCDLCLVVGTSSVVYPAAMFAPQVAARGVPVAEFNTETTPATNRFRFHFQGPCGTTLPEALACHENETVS
* marks the source's active call; other numbers are inactive results; / = no result given. A portion of the library; count on the stated rates, not on these rows.

SMILES	C2C12 statin	S100A4 inh HTS	esBAF inh	LGR2 antag	FN deposition inh	Casp6 inh	SIRT5 inh
CC(C)(C)c1ccc(OCC(=O)NNC(=O)CCc2ccccc2)cc1	-0.2	/	-8.0	/	6.0	/	/
CCC1(CCC(C)C)SC(N)=NC1=O (configuration not stated)	0.8	-4.3	-5.5	5.6	-5.5	-2.8	-1.9
COc1ccc(C(O)c2nc(/C=C/c3ccc(C(F)(F)F)cc3)cs2)cc1 (configuration not stated)	8.6	-3.8	-5.2	6.1	6.2	-1.5	/
CCOC(=O)c1ccc(S(=O)(=O)N2CCC(C(=O)NCC3CCCCC3)CC2)cc1	6.6	0.3	3.9	-23.2	2.2	2.1	-8.0
Nn1c(SCC(=O)NCCc2ccc(S(N)(=O)=O)cc2)nnc1C1CCCCC1	0.4	-5.9	-2.8	7.8	6.0	-2.0	-0.8
CCN(CC1CCCO1)C(=O)c1cc(COc2ccccc2SC)on1 (configuration not stated)	/	-14.3	/	-17.3	/	2.6	-0.1
O=C(Nc1cccc(F)c1)c1cc(S(=O)(=O)N2CCC3(CC2)OCCO3)ccc1F	/	2.2	/	14.5	4.4	11.5	0.2
COc1ccc(S(=O)(=O)N(C)C[C@H]2Oc3ccc(NC(=O)CCCCCC(=O)Nc4ccccc4N)cc3CC(=O)N([C@H](C)CO)C[C@@H]2C)cc1	8.0	-3.8	1.3	11.4	/	2.7	2.6
CO[C@@H]1CN(C)C(=O)c2ccc(NC(=O)CC(F)(F)F)cc2OC[C@@H](C)N(S(=O)(=O)c2cn(C)cn2)C[C@@H]1C	6.0	-20.4	-2.9	-7.2	3.3	1.5	-0.7
C[C@H]1CN([C@@H](C)CO)C(=O)CCCn2nncc2CO[C@@H]1CN(C)S(=O)(=O)c1ccc(C#N)cc1	/	5.9	/	-14.4	4.8	2.4	-1.9

Ordered by value in esBAF inh (largest number first): three from the list above.
canonical_smiles	esBAF inh
Nn1c(SCC(=O)NCCc2ccc(S(N)(=O)=O)cc2)nnc1C1CCCCC1	-2.8
CCC1(CCC(C)C)SC(N)=NC1=O (configuration not stated)	-5.5
CC(C)(C)c1ccc(OCC(=O)NNC(=O)CCc2ccccc2)cc1	-8.0

Back to the main list with the 3 entries that preceded the break.
SMILES	C2C12 statin	S100A4 inh HTS	esBAF inh	LGR2 antag	FN deposition inh	Casp6 inh	SIRT5 inh
COc1ccc(S(=O)(=O)N(C)C[C@H]2Oc3ccc(NC(=O)CCCCCC(=O)Nc4ccccc4N)cc3CC(=O)N([C@H](C)CO)C[C@@H]2C)cc1	8.0	-3.8	1.3	11.4	/	2.7	2.6
CO[C@@H]1CN(C)C(=O)c2ccc(NC(=O)CC(F)(F)F)cc2OC[C@@H](C)N(S(=O)(=O)c2cn(C)cn2)C[C@@H]1C	6.0	-20.4	-2.9	-7.2	3.3	1.5	-0.7
C[C@H]1CN([C@@H](C)CO)C(=O)CCCn2nncc2CO[C@@H]1CN(C)S(=O)(=O)c1ccc(C#N)cc1	/	5.9	/	-14.4	4.8	2.4	-1.9
Cc1cc(=O)[nH]c(=S)[nH]1	9.0	-0.9	2.8	5.0	5.5	-1.9	-3.7
CCOC(=O)Cn1nc(-c2ccc(Cl)cc2)cc1N	-6.5	/	38.5	/	-22.7	/	/
CC1CCc2nc(N)c(C#N)c(-c3cccnc3)c2C1 (configuration not stated)	-0.1	13.4	-15.5	26.8	12.5	-4.0	/
Cc1ccc(NC(=O)CSc2nnc(-c3cnccn3)n2C)cc1C	4.5	16.1	5.4	2.0	-2.3	1.9	0.3
CC(C)n1c(=O)n(CC(=O)NCC2CCCO2)c(=O)c2c3c(sc21)COC(C)(C)C3 (configuration not stated)	0.7	-2.4	-4.8	0.2	-2.9	-3.4	-2.4
COc1ccc([Si](C)(C)[C@H]2[C@H](CCn3cc([C@H](O)c4ccccc4)nn3)O[C@@]3(C(=O)N(Cc4ccc(N5CCC5=O)cc4)c4ccccc43)[C@@H]2C)cc1	/	5.8	/	/	/	2.6	13.5
Cc1noc(C)c1NC(=O)Nc1cccc2c1O[C@H](CN(C)Cc1ccc(C(=O)Nc3ccccc3N)cc1)[C@@H](C)CN([C@H](C)CO)C2=O	/	1.9	-11.2	3.5	3.6	4.3	9.6
COc1ccc(CN(C)C[C@@H]2Oc3c(NC(=O)Nc4ccccc4)cccc3C(=O)N([C@H](C)CO)C[C@H]2C)cc1	-18.4	5.4	-2.5	1.9	/	1.0	6.3
CCCC#Cc1ccc([C@H]2[C@@H](C#N)N(C(=O)C3CCCCC3)[C@H]2CO)cc1	9.7	-7.2	0.4	17.0	-4.5	3.3	4.3
CC(C)C(Cl)=NOC(=O)Nc1ccc(S(N)(=O)=O)cc1	/	-0.1	/	15.6	12.7	27.1	0.9
O=C(c1ccccn1)c1ccc2ccccc2n1	/	8.0	/	2.4	-17.3	4.2	0.3
C[C@@H]1CN([C@@H](C)CO)C(=O)c2cc(C#CCN(C)C)cnc2O[C@H]1CN(C)C(=O)CN1CCOCC1	-1.3	7.6	-1.4	5.3	6.3	3.5	3.9
CCN(c1ccccc1)S(=O)(=O)c1ccc(C(=O)NCC(=O)Nc2ccc(F)c(F)c2F)cc1	-9.4	-2.6	2.4	5.4	0.6	-0.7	-2.4
Nc1nnnn1/N=C/c1ccc(Cl)cc1	3.4	1.8	17.7	-1.9	0.9	1.2	-6.4
O=C(O)C[C@@H]1C[C@@H]2c3cc(NC(=O)c4ccc5c(c4)OCO5)ccc3O[C@@H]2[C@@H](CO)O1	-7.3	-14.4	0.4	5.6	2.0	-3.2	2.4
Cc1ccc(N(CC(=O)NC2CCCCC2)S(=O)(=O)c2c(C)nn(C)c2C)cc1	-3.4	-8.1	-1.2	13.3	8.8	15.7	6.2
CC(C)CNS(=O)(=O)c1cc(C(=O)O)c(Cl)cc1Cl	/	5.6	/	-17.2	6.5	2.8	/
COc1ccc2ccc(Oc3ncccn3)cc2c1	-1.8	/	24.4	/	7.6	/	/
C[C@H](O)C#Cc1ccc2c(c1)O[C@@H](CN(C)C(=O)CC1CC1)[C@H](C)CN([C@H](C)CO)S2(=O)=O	-1.6	5.4	1.3	-10.8	0.3	0.6	-1.3
C=C(C)Cn1c(N2CCN(CC)CC2)nc2c1c(=O)[nH]c(=O)n2C	6.8	2.6	0.3	2.7	22.0	-1.9	/
C[C@@H]1CN([C@H](C)CO)C(=O)c2cc(NC(=O)CCCN(C)C)ccc2O[C@@H]1CN(C)S(=O)(=O)c1cn(C)cn1	/	20.4	-1.7	20.9	/	-1.1	-5.5
C[C@H]1CN([C@@H](C)CO)C(=O)c2cccc(NC(=O)C3CC3)c2O[C@H]1CN(C)C(=O)Nc1cccc2ccccc12	-6.8	0.8	0.4	4.9	/	-1.4	1.9
CCOc1ccc(S(=O)(=O)NCCC(=O)N2CCCN(C)CC2)cc1	3.2	2.2	-0.8	3.9	-1.0	-4.3	-1.2
O=C(C/C=N/OCc1c(Cl)cccc1Cl)c1ccccc1	-7.2	/	34.5	/	4.8	/	/
CC(=O)NCC(=O)N1CCCC(C(=O)c2ccc(-c3ccccc3)c(F)c2)C1 (configuration not stated)	6.5	-0.6	-2.2	10.7	-1.5	0.2	4.8
Cc1cccc(S(=O)(=O)N2CCCCN3[C@H](CO)[C@H](c4ccc(C#C[C@@H](C)O)cc4)[C@@H]3C2)c1	6.8	4.5	-1.2	-11.8	/	0.0	4.1
CCCc1nc2c3ccccc3ccn2c1Cc1ccc(OC)cc1C	-10.8	-18.2	33.9	-9.5	-4.1	1.2	1.9
Cc1ccc2nc(SCC(=O)Nc3c(F)cccc3F)[nH]c2c1	-1.4	8.5	10.5	20.9	-0.5	/	-5.1
C=C(C(=O)O)C1CCC2(C)CCCC(C)(O)C2C1 (configuration not stated)	-5.0	-1.6	0.5	3.9	/	5.2	/
O=C(Nc1ccc([N+](=O)[O-])cc1)c1cc(-c2ccccn2)nc2c(Cl)cccc12	/	-15.2	/	/	-0.3	8.0	-5.5
Cc1noc(C)c1S(=O)(=O)Nc1cccc2c1O[C@@H](CN(C)Cc1ccc(C(=O)Nc3ccccc3N)cc1)[C@@H](C)CN([C@@H](C)CO)C2=O	/	22.1	/	8.4	-24.2	1.0	7.5
Cc1ccc(S(=O)(=O)Nc2ccc3c(c2)C(=O)N([C@@H](C)CO)C[C@H](C)[C@H](CN(C)Cc2ccc(C(=O)O)cc2)OCCCC[C@H](C)O3)cc1	/	-0.1	3.4	3.6	-1.4	2.1	-0.7
CCCN(CC(=O)Nc1ccccc1OC)C(=O)CCCN1C(=O)c2ccccc2C1=O	8.1	0.0	1.5	3.4	/	-1.9	-0.3
O=C1CN=CN=CN1c1ccc(Cl)cc1Cl	/	0.0	/	13.0	4.2	-3.5	1.7
CCn1c2ccccc2c2cc(CN3CCN(Cc4cc(OC)ccc4O)CC3)ccc21	-11.3	3.6	-4.8	5.4	1.7	-1.7	-5.8
O=C(O)C1C2OC(C(Br)C2Br)C1C(=O)O (configuration not stated)	13.6	0.6	1.1	1.2	1.3	0.3	/
CO[C@@H](CN(C)S(=O)(=O)c1ccccc1)[C@@H](C)CN(Cc1ccccc1Cl)[C@@H](C)CO	-27.0	7.4	0.8	8.2	9.2	0.6	-4.2
CS(=O)(=O)c1ccc2nc(NC(=O)c3cccc([N+](=O)[O-])c3)sc2c1	-21.3	-15.8	16.5	-37.8	2.3	-7.7	1.1
C[C@H](CO)N1C[C@H](C)[C@@H](CN(C)C(=O)NC2CCCCC2)Oc2ccc(NC(=O)CCN3CCOCC3)cc2C1=O	9.7	6.2	0.3	13.2	/	-1.0	7.1
Cc1ccc(S(=O)(=O)N2CCN(C(=O)[C@H](Cc3ccccc3)NC(=O)c3ccco3)CC2)cc1	-0.5	-0.4	1.4	1.6	9.9	0.7	-1.4
CCC(=O)NC1OC(CO)C(O)C(O)C1O (configuration not stated)	/	-2.6	/	/	3.3	1.0	-2.1
CN(C)C(=O)c1ccc(-c2cccc(-c3nc(C(=O)NC4CCC4)cc4c3[C@@H](CCO)N([S@](=O)C(C)(C)C)C4)c2)cc1	-6.3	-25.1	-2.6	-3.4	-1.9	-3.7	-1.0
Clc1ccccc1OCCNc1nc(NCC2CC2)nc2ccsc12	-26.0	-13.2	-14.5	1.6	-1.0	-1.5	22.5*
COC(=O)[C@H]1C[C@@]2(O)CN(S(=O)(=O)c3ccc(C)cc3)C[C@@]2(OC(=O)Nc2c(C)noc2C)C[C@H]1C(=O)OC	7.6	-4.7	-0.2	5.3	12.6	-0.3	-2.9
COc1cc(NC(=O)c2ccc(Cl)cc2)c(OC)cc1NC(=O)CN1CCCCC1	/	-2.0	/	-74.1	7.1	0.0	-0.9
O=C(O)C1CCN(C(=O)CSc2nnc(-c3ccccc3)o2)CC1	21.1	-6.0	-7.4	7.7	/	-4.5	-2.3
C=CCNc1nc2c(c(=O)[nH]c(=O)n2C)n1CCCCC	4.9	-1.8	1.8	-8.3	/	-0.4	-2.8
Cc1ccccc1NS(=O)(=O)c1ccc(C(=O)NCCCN2CCCC2=O)cc1	/	-8.8	/	4.7	0.6	-0.4	-4.8
COc1ccc(C(=O)Nc2c(-c3cccs3)c(=O)c3ccccc3n2C)cc1	/	-3.6	/	-0.7	5.3	1.7	-3.9
CCOc1ccccc1Nc1cc(C)nc2ccccc12	-32.5	4.4	1.3	4.7	-13.9	2.0	/

Complete entries, looked up by structure. Order of screens: C2C12 statin | S100A4 inh HTS | esBAF inh | LGR2 antag | FN deposition inh | Casp6 inh | SIRT5 inh
`CCOc1ccccc1Nc1cc(C)nc2ccccc12` as listed: -32.5 | 4.4 | 1.3 | 4.7 | -13.9 | 2.0 | /
`O=C(O)C1CCN(C(=O)CSc2nnc(-c3ccccc3)o2)CC1` as listed: 21.1 | -6.0 | -7.4 | 7.7 | / | -4.5 | -2.3
